aGlu spleen mod: qHTS Assay for Inhibitors and Activators of Human alpha-Glucosidase From Spleen Homogenate; Lysosomal alpha-glucosidase (Homo sapiens), P10253; human spleen homogenate, 4-MU-alpha-glucoside fluorescence; Potency, µM (doses to about 79.9 µM), inactives show top-dose activity change, negative = inhibition, most hits filed as inhibitors; actives 0.006% (n = 240,000); AID 2112, 2009;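 note: potency is the fitted concentration of half-maximal effect; 0% = enzyme with vehicle and -100% = no enzyme basal signal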
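Compounds were titrated against alpha-glucosidase in spleen homogenate at pH 5.0, with 1 mM 4-methylumbelliferyl substrate for 40 min at 37 C. Reactions were quenched with pH 10 NaOH/glycine and fluorescence measured.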
GAA inhib: qHTS Assay for Inhibitors of Human alpha-Glucosidase as a Potential Chaperone Treatment of Pompe Disease | purified human GAA, 4-MU-alpha-glucoside fluorescence | Potency, µM (doses to about 76.9 µM), without a hit: top-dose activity change, negative = inhibition, actives largely listed as inhibitors | actives 0.005% (n = 200,000) | AID 1466, 2008;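 note: potency is the fitted concentration of half-maximal effect; plate controls were uninhibited enzyme wells for no effect and no-enzyme background for full effect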
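Fluorogenic assay: 4 nM human alpha-glucosidase with 400 uM 4-methylumbelliferyl-alpha-D-pyranoside in 50 mM citrate/phosphate, 0.005% Tween-20, pH 5.0, 20 min at room temperature. Compounds tested up to 77 uM; AC50 from Hill fits.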
HttQ103 aggreg: qHTS Multiplex Assay to Identify Dual Action Probes in a Cell Model of Huntington: Aggregate Formation (GFP); Potency, µM (series often up to 46.1 µM), for the others: top-dose activity change, negative = inhibition, most hits filed as inhibitors; actives 1.1% (n = 220,000); PC12 HttQ103-GFP aggregates, Acumen cytometry, 40 h; note: potency is the fitted concentration of half-maximal effect; % is set by controls: 0 for no effect and ±100 for the full control effect; nearly all actives have a fitted effect of over 60% in size
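Using laser scanning cytometry, GFP-positive aggregates were counted after lysis of PC12 cells induced with 100 nM tebufenozide to express HTT exon 1 Q103–GFP. Compounds were tested in titration.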
CBFb-RUNX1 inh: qHTS Assay for Compounds Blocking the Interaction Between CBF-beta and RUNX1 for the Treatment of Acute Myeloid Leukemia; Runt-related transcription factor 1 (Homo sapiens) + Core-binding factor subunit beta …; AlphaScreen CBFb-His/RUNX1-biotin binding, biochemical; Potency, µM (series often up to 59.8 µM), for inactives: top-dose activity, negative = inhibition, most hits filed as inhibitors; 230,000 tested, under 10 active; note: % of control where 0% means no effect
Target sequence (Q01196 whole entry, looked up): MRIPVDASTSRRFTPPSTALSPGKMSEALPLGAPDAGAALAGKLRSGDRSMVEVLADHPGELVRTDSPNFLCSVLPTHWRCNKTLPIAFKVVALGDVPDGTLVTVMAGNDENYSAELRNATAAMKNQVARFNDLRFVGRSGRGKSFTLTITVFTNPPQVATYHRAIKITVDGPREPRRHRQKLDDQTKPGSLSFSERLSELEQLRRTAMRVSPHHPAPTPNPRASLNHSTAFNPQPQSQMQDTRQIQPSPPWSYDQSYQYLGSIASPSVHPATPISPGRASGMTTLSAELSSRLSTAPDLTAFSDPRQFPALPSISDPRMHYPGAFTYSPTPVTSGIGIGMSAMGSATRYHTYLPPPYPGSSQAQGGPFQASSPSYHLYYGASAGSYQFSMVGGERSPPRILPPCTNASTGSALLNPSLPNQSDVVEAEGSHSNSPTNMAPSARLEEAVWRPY
Target sequence (Q13951 whole entry, looked up): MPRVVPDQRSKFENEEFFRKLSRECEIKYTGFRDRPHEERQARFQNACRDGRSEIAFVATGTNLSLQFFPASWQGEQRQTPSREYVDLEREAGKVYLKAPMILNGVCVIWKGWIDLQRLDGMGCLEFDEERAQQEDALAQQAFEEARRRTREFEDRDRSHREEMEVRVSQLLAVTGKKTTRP
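Inhibition was taken as any reduction in AlphaScreen signal from the CBF-beta–RUNX1 pair (His and biotin tags, 30 nM each), measured after compound (15 min) and bead (90 min) incubations at room temperature.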
HTT ATP protect: qHTS Multiplex Assay to Identify Dual Action Probes in a Cell Model of Huntington: Cytoprotection (ATP) | PC12 HTT-Q103 induced, cytoprotection, ATP luminescence, 40 h | Potency, µM (highest dose often 56.4 µM), without a hit: cytoprotection (ATP increase), hits mostly activators | actives 0.14% (n = 230,000);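 note: potency is the fitted concentration of half-maximal effect; % of control where 0% means no effect; nearly all actives have a fitted effect of over 45% in size; toxic huntingtin expression switched on by the ecdysone agonist tebufenozide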
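Huntington model: PC12 line, ecdysone-inducible HTTQ103 exon1–GFP, tebufenozide 100 nM. Test articles in a dose series. Endpoint luminescence from cellular ATP.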
GAA glycogen mod: qHTS Assay for Inhibitors and Activators of Human alpha-Glucosidase Cleavage of Glycogen. Lysosomal alpha-glucosidase (Homo sapiens), P10253. recombinant GAA, glycogen substrate, Amplex Red glucose oxidase fluorescence. Potency, µM (top dose mostly 76.4 µM), for inactives: at the highest dose activity change, negative = inhibition, usual class: inhibitors. actives 0.38% (n = 300,000). AID 2100, 2009;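 note: potency is the fitted concentration of half-maximal effect; 0% = full enzyme reaction and -100% = no-enzyme basal signal; the screen sought inhibitors and activators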
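Recombinant human alpha-glucosidase (4 nM final) hydrolysed bovine liver glycogen (30 ug) for 40 min at 37 C in pH 5.0 citrate/phosphate with 0.01% Tween-20. Released glucose detected by glucose oxidase/Amplex Red, Ex 573/Em 610 nm. Compounds up to 77 uM; AC50 from Hill fits.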
Lamin A splicing: qHTS Assay for Modulators of Lamin A Splicing. HeLa LMNA splicing GFP/RFP minigene ratio, 48 h. actives 0.01% (n = 200,000). Potency, µM (highest dose often 46.1 µM), without a hit: at the top dose ratio change, negative = inhibition, actives largely listed as inhibitors; active = well fitted inhibition curve with a large enough effect in the signal ratio, with a control signal flat, not every such curve was filed as active; inconclusive = small, poorly fitted or top-dose-only effect, or effect the other way, or a change in a side signal; the % refers to the signal ratio; note: potency is the fitted concentration of half-maximal effect; % is set by controls: 0 for no effect and ±100 for the full control effect
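S3 HeLa stable clones carrying a lamin A-EGFP splicing minigene plus DsRed2 were seeded at 600 cells/well in Opti-MEM with 2% FBS, pin-dosed and incubated 48 h at 37°C. Acumen cytometry (488 nm) gave the GFP/RFP total-intensity ratio.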
Starred values were filed as active, the others as inactive; ? = inconclusive; . = not tested or not shown; [ ] = another dose, or the depositor's remark. Unless noted, calls come from the whole dose curve; as a rule, active = well fitted curve in the direction sought with a large enough effect; inconclusive = small, poorly fitted or top-dose-only effect, or another doubt; inactive = no such curve, though single readings can be large; an effect the other way counts as inactive or inconclusive. Random draw from the library. Share with any hit: about 1.5%.

Codes – A = aGlu spleen mod; B = GAA inhib; C = HttQ103 aggreg; D = CBFb-RUNX1 inh; E = HTT ATP protect; F = GAA glycogen mod; G = Lamin A splicing
COc1cc(C2C(C(=O)c3ccc(C)o3)=C(O)C(=O)N2c2cc(C)on2)cc(Br)c1O (stereo not drawn)
  A = -11%	B = -7%	C = 2%	D = -16%	E = 8%	F = -13%	G = -2%
Cc1cc2nc(C3CCN(Cc4nnnn4Cc4ccccc4)CC3)[nH]c2cc1C
  A = -5%	B = ?	C = 5%	D = 2%	E = 0%	F = 7%	G = ?
CCO[C@@H]1OC(C(=O)NC2CC2)=C[C@H](c2ccc3c(c2)OCO3)[C@H]1CCCO
  A = 4%	B = .	C = 1%[9.22 µM]	D = 15%	E = 8%[10 µM]	F = 15%	G = .
COc1ccc(NC(=S)NCCCN2CCCC2)cc1
  A = -1%	B = 1%	C = 17%	D = -2%	E = 5%[10 µM]	F = -14%	G = -4%[46 µM]
CC(C)=C(NC(=O)c1ccccc1)C(=O)N/N=C(\C)c1ccccc1O
  A = 3%	B = -2%	C = -17%	D = 1%	E = 3%[10 µM]	F = -6%	G = -11%
O=C(N/N=C/c1ccccc1OCC(=O)N1CCCC1)C(=O)Nc1ccccc1F
  A = 9%	B = 8%	C = 7%	D = -5%	E = 32%[10 µM]	F = 1%	G = -6%
O=C(OCC(=O)c1ccc(Cl)cc1Cl)c1ccc2c(c1)C(=O)N(c1cccc3ncccc13)C2=O
  A = 3%	B = -2%	C = 1%	D = -17%	E = -25%	F = 5%	G = 3%
O=C(Cn1nnc(-c2ccccc2)n1)N/N=C/c1cccc([N+](=O)[O-])c1O
  A = -7%	B = -5%	C = ?	D = 3%	E = .	F = 5%	G = .
CC1=C/C(=C\C=C(C#N)C#N)N(C)c2ccccc21
  A = 2%	B = .	C = 8%[9.22 µM]	D = -13%	E = -8%[10 µM]	F = 2%	G = .
Cc1ccc(C2C(C(=O)O)c3ccccc3C(=O)N2C)c(C)c1 (stereo not drawn)
  A = 6%	B = 1%	C = 4%	D = 10%	E = .	F = 5%	G = ?
N#Cc1ccccc1-c1nc(NCCN2CCOCC2)c2ccccc2n1
  A = 5%	B = .	C = .	D = .	E = -11%	F = .	G = -13%
O=C(NCc1ccc2c(c1)OCO2)NC12CC3CC(CC(C3)C1)C2
  A = .	B = -3%	C = -11%	D = -14%	E = -59%[inhibitor]	F = -1%	G = .
CCCNC(=O)C(=O)N/N=C/c1ccc(OCc2ccccc2)cc1
  A = 0%	B = 3%	C = -16%	D = 2%	E = -11%	F = 2%	G = 18%[46 µM]
O=C(C1CCN(CCCc2ccccc2)CC1)N(CCc1ccccc1)Cc1ccccc1
  A = -8%	B = ?	C = -9%	D = 7%	E = .	F = 11%	G = ?
C=C1CC[C@@H]2[C@](C)(CO)[C@H](O)CC[C@@]2(C)[C@@H]1/C=C/C1=CCOC1=O
  A = 5%	B = .	C = .	D = -7%	E = .	F = -4%	G = .
Fc1ccccc1NC(=S)N(CCN1CCCCC1)Cc1ccco1
  A = 6%	B = -3%	C = 3%	D = -2%	E = -24%	F = 2%	G = .
C=CCn1c(SCC(=O)Nc2cc(C)on2)nc2sc(CC)cc2c1=O
  A = 4%	B = -5%	C = 9%	D = 8%	E = -6%	F = 5%	G = 4%
CCCCOc1ccc(C(=O)Nc2ccc(N3CCN(C(=O)C(C)C)CC3)cc2)cc1
  A = -6%	B = -6%	C = 22%	D = 7%	E = -9%[0.074 µM]	F = 6%	G = ?
COc1ccccc1NC(=O)Cc1noc(CSc2n[nH]c(N)n2)n1
  A = 0%	B = -2%	C = -7%	D = -4%	E = -23%	F = -15%	G = .
Nc1nnc(SCC(=O)N2CCc3ccccc3C2)s1
  A = .	B = -5%	C = -3%	D = 13%	E = -15%	F = 6%	G = 23%[46 µM]
Cc1cccc(S(=O)(=O)Nc2nc3ccccc3nc2Nc2ccc3c(c2)OCO3)c1
  A = 9%	B = -6%	C = 5%	D = 22%	E = -15%[10 µM]	F = -1%	G = ?
Cc1cc(C(=O)Cn2nnc3ccccc3c2=O)c(C)n1-c1ccccc1F
  A = ?	B = -8%	C = ?	D = -11%	E = -106%[inhibitor]	F = -1%	G = ?
Cc1cc(C(=O)Nc2ccccc2N2CCOCC2)ccc1[N+](=O)[O-]
  A = -3%	B = 3%	C = 13%	D = -8%	E = 28%[10 µM]	F = 11%	G = -12%
CCN(CC)S(=O)(=O)N1CCC(C(=O)NCc2ccc3c(c2)OCO3)CC1
  A = 2%	B = -6%	C = 0%	D = -2%	E = .	F = 0%	G = 1%
Cc1c(Cl)cccc1N1C(=O)c2ccccc2C1=O
  A = 5%	B = -2%	C = -4%	D = 5%	E = 9%[1.9 µM]	F = -5%	G = 2%
Cc1ccc(C(=O)OCC(=O)NCC2CCCO2)c(C)c1 (stereo not drawn)
  A = -16%	B = 11%	C = -3%	D = 21%	E = -44%	F = 2%	G = -2%[9.22 µM]
O=c1c2c3c(sc2nc2sc(CN4CCCCC4)cn12)CCCC3
  A = -6%	B = 0%	C = 10%	D = -3%	E = 2%	F = 2%	G = 0%
COc1ccc([N+](=O)[O-])cc1NC(=O)C(C)Sc1nc(C)c(C)c(C)n1 (stereo not drawn)
  A = -6%	B = -2%	C = -13%	D = 5%	E = 13%[10 µM]	F = 1%	G = ?
O=C(Oc1cccc2c(=O)[nH]ccc12)c1ccccc1
  A = 0%	B = -2%	C = -20%	D = 3%	E = -1%[0.074 µM]	F = -2%	G = -9%
Cc1ccc(S(=O)(=O)N(C)C)cc1NC(=O)c1ccccc1Br
  A = 7%	B = 3%	C = 18%	D = 10%	E = -18%	F = -14%	G = ?
Clc1ccc(-c2ccnc(Oc3ccc4ccccc4c3)n2)cc1
  A = -6%	B = 7%	C = ?	D = 5%	E = 17%[10 µM]	F = 9%	G = 1%
COc1cccc(C(=O)N2CCN(C3CCC(c4ccccc4)CC3)CC2)c1OC (stereo not drawn)
  A = -5%	B = ?	C = -18%	D = 3%	E = 1%	F = 8%	G = -7%
CN(C(=O)CSC1=NC2C(N=N1)c1cc(Br)ccc1N2C)C1CCCCC1 (stereo not drawn)
  A = 11%	B = ?	C = -10%[9.22 µM]	D = -1%	E = 11%[10 µM]	F = 21%	G = ?
O=Cc1c(N2CCSCC2)nc2ccccn2c1=O
  A = -3%	B = .	C = -5%[9.22 µM]	D = 5%	E = -5%[10 µM]	F = 0%	G = .
COc1ccc(NC(=O)Nc2nccs2)cc1
  A = 1%	B = -14%	C = 4%	D = 6%	E = -62%[inhibitor]	F = 0%	G = ?
Cc1ccc(C(=O)NCCSc2ccccc2)cc1S(=O)(=O)Nc1ccccc1
  A = -5%	B = 1%	C = -18%	D = -5%	E = -29%	F = -13%	G = 6%[0.0737 µM]
Cc1nn(CCc2nn[nH]n2)c2nc(C(F)(F)F)cc(C(F)(F)F)c12
  A = -2%	B = -14%	C = -5%	D = 17%	E = -9%[4.97 µM]	F = -6%	G = 9%
C/C(=N\NC(N)=O)c1ccccc1
  A = -7%	B = 8%	C = -6%[9.22 µM]	D = -2%	E = -40%	F = 20%	G = ?
COc1ccc(OC)c2[nH]c(=O)c(CCNC(=O)C(C)(C)C)cc12
  A = -2%	B = 6%	C = 15%	D = 7%	E = 13%[10 µM]	F = -2%	G = -4%
NS(=O)(=O)c1cc2c(cc1Cl)NC(C1C[C@H]3C=C[C@@H]1C3)NS2(=O)=O (stereo partly drawn)
  A = 2%	B = 1%[15.4 µM]	C = -1%	D = 5%	E = .	F = -1%	G = ?
O=C(CSc1n[nH]c(-c2cccs2)n1)N1CCN(S(=O)(=O)c2ccc3ccccc3c2)CC1
  A = -25%	B = ?	C = -20%	D = -9%	E = 17%	F = -14%	G = ?
O=C(Nc1nnc(-c2ccccc2Cl)o1)c1nc2ccccc2s1
  A = -7%	B = -6%	C = ?	D = ?	E = 3%[10 µM]	F = -3%	G = ?
CCOc1ccc(NC(=O)CSc2n[nH]c(N)n2)c([N+](=O)[O-])c1
  A = -2%	B = 3%	C = 8%	D = 0%	E = .	F = 14%	G = ?
C=CCOC(=O)N[C@@H](CCc1ccccc1)C(C(C)=O)C(C)=O
  A = -7%	B = .	C = .	D = -7%	E = ?	F = .	G = .
O=C(/C=C/c1ccc2ccccc2n1)N1CCN(S(=O)(=O)c2ccc(F)cc2)CC1
  A = 3%	B = .	C = 23%[9.22 µM]	D = -15%	E = -8%[10 µM]	F = -6%	G = .
Cc1ccc(SCC(=O)Nc2cccc(C)c2)cc1
  A = -6%	B = 7%	C = 9%[9.22 µM]	D = 22%	E = 1%[10 µM]	F = 3%	G = -9%[46 µM]
Cl/C(=C\n1cncn1)c1ccc(Cl)cc1Cl
  A = 1%	B = .	C = -27%	D = 4%[21.7 µM]	E = ?	F = .	G = .
COc1cccc(CNc2ccc([N+](=O)[O-])cc2C)c1
  A = 2%	B = -25%	C = -5%[9.22 µM]	D = -18%	E = 6%[10 µM]	F = 6%	G = ?
COc1ccccc1C(=O)OCc1ccc2sc(C)nc2c1
  A = -2%	B = -4%	C = 9%	D = 2%	E = 16%	F = 15%	G = .
CC(=O)c1ccc2c(c1)OCCOCCOCCO2
  A = 9%	B = .	C = 15%[9.22 µM]	D = -7%	E = 4%[10 µM]	F = 6%	G = .
Cc1cc(C(=O)N/N=C/c2ccc([N+](=O)[O-])cc2)c(C)o1
  A = -2%	B = -2%	C = .	D = 1%	E = .	F = -14%	G = .

Some of the entries so far, with two lines to a compound.
Values run as follows: aGlu spleen mod	GAA inhib	HttQ103 aggreg	CBFb-RUNX1 inh	HTT ATP protect	GAA glycogen mod	Lamin A splicing
CC(=O)c1ccc2c(c1)OCCOCCOCCO2
  9%	.	15%[9.22 µM]	-7%	4%[10 µM]	6%	.
Cc1ccc(SCC(=O)Nc2cccc(C)c2)cc1
  -6%	7%	9%[9.22 µM]	22%	1%[10 µM]	3%	-9%[46 µM]
CCOc1ccc(NC(=O)CSc2n[nH]c(N)n2)c([N+](=O)[O-])c1
  -2%	3%	8%	0%	.	14%	?
